IMPase Li cell: qHTS Assay for Identifying the Cell-Membrane Permeable IMPase Inhibitors: Potentiation with Lithium; Potency, µM (titrated, usually from 59.4 µM), for inactives: at the top dose activity, negative = IMPase inhibition, most hits filed as inhibitors; CHO-M1 cells, IP1 TR-FRET (IP-One), carbachol + lithium; 0.35% of 210,000 active;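 further: IP1 builds up when IMPase is blocked and the TR-FRET signal falls; potency means the concentration at half of the fitted maximal effect; plate controls were basal vehicle for no effect and high inhibitor control for full effect; nearly all actives have a fitted effect of over 50% in size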
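Concentration–response in CHO-M1 cells, lithium-potentiated; 30 min at 37C. IP1 detected by competitive TR-FRET after 10 min lysis at RT. Hill-fitted AC50.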
CBFb RUNX1 block: qHTS Assay for Compounds Blocking the Interaction Between CBF-beta and RUNX1 for the Treatment of Acute Myeloid Leukemia. Potency, µM (top dose mostly 59.8 µM), for inactives: top-dose activity, negative = inhibition, actives largely listed as inhibitors. 230,000 tested, under 10 active. AlphaScreen CBFb-His/RUNX1-biotin binding, biochemical; further: % of control where 0% means no effect
Target sequence (Q01196 whole entry, looked up): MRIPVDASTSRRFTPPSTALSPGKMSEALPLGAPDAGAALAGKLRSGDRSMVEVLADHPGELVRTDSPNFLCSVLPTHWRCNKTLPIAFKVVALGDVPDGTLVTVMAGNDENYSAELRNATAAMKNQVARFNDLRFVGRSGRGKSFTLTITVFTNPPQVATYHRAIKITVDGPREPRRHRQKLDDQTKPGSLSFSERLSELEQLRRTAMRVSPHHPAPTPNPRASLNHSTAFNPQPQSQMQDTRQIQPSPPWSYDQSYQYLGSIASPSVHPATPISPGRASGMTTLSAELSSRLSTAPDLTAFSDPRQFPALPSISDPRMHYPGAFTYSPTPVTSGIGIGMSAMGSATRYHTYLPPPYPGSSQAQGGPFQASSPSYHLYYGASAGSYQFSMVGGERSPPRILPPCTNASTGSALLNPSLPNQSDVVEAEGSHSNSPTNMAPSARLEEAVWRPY
Target sequence (Q13951 whole entry, looked up): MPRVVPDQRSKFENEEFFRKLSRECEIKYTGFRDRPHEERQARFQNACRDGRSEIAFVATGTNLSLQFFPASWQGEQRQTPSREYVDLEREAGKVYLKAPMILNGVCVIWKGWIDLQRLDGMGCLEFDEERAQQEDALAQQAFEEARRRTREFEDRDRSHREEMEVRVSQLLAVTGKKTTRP
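CBFb-His/RUNX1-biotin, 30 nM each, preincubated 20 min RT; compound 15 min RT; Ni + streptavidin beads 50 ng each, 90 min RT; AlphaScreen read.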
NPSR antag: qHTS Assay for Antagonists of the Neuropeptide S Receptor: cAMP Signal Transduction; Q6W5P4; CHO-NPSR cells, cAMP TR-FRET, antagonist mode; Potency, µM (series often up to 38.3 µM), for inactives: top-dose activity change, negative = inhibition, hits mostly inhibitors; 1% of 220,000 active; further: potency means the concentration at half of the fitted maximal effect; on the % scale 0 is the no-effect control and ±100 the full control effect; nearly all actives have a fitted effect of over 50% in size; many of its hits are not listed in these tables
Target sequence (Q6W5P4 whole entry, looked up): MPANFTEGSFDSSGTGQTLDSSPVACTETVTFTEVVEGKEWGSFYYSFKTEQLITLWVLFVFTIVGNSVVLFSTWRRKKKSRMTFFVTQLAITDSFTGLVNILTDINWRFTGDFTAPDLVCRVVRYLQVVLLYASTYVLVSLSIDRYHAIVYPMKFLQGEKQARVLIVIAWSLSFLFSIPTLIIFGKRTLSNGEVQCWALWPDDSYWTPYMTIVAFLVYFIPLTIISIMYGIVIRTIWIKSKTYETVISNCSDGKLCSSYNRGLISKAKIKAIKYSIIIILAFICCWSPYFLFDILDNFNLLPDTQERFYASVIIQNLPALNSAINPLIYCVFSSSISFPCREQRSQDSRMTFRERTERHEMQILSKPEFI
LMNA splice mod: qHTS Assay for Modulators of Lamin A Splicing; HeLa LMNA splicing GFP/RFP minigene ratio, 48 h; Potency, µM (doses to about 46.1 µM), without a hit: at the highest dose ratio change, negative = inhibition, hits mostly inhibitors; 0.01% of 200,000 active; AID 1487, 2009; active means well fitted inhibition curve with a large enough effect in the signal ratio, with a control signal flat, not every such curve was filed as active; inconclusive means small, poorly fitted or top-dose-only effect, or effect the other way, or a change in a side signal; the % refers to the signal ratio; further: potency means the concentration at half of the fitted maximal effect; on the % scale 0 is the no-effect control and ±100 the full control effect
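S3 HeLa cells stably expressing lamin A-EGFP splicing minigene plus DsRed2, 600 cells/well, 48 h compound exposure at 37C. Laser-scanning cytometry; analysed as GFP (500-530 nm)/RFP (575-640 nm) total intensity ratio; 0.5% DMSO vehicle.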
aGal spleen mod: qHTS Assay for Inhibitors and Activators of Human alpha-Galactosidase From Spleen Homogenate. Alpha-galactosidase A (Homo sapiens), P06280. AID 2107, 2009. 0.008% of 240,000 active. human spleen homogenate, 4MU-alpha-Gal fluorescence, 40 min. Potency, µM (titrated, usually from 80 µM), for inactives: at the highest dose activity change, negative = inhibition, usual class: inhibitors;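 further: potency means the concentration at half of the fitted maximal effect; 0% = enzyme with vehicle and -100% = no enzyme basal signal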
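Human spleen homogenate (1 ug) was the enzyme source, with 4-methylumbelliferyl-alpha-D-galactopyranoside (1 mM final) in pH 5.0 citrate buffer with 0.01% Tween-20. Compounds were titrated; after 40 min at 37C, NaOH/glycine stop, 4-MU fluorescence read; AC50 from Hill fits.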
Luc counter: Counterscreen for Luciferase (Kinase-Glo TM) Inhibition | Luciferin 4-monooxygenase (Photuris pensylvanica), Q27757 | Kinase-Glo luciferase, ATP luminescence, 8 min | Potency, µM (doses to about 38.3 µM), for inactives: top-dose activity change, negative = inhibition, usual class: inhibitors | 0.28% of 200,000 active | AID 1379, 2008; further: potency means the concentration at half of the fitted maximal effect; on the % scale 0 is the no-effect control and ±100 the full control effect; nearly all actives have a fitted effect of over 60% in size
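Inhibition of Kinase-Glo luciferase light generation was assessed at 10 uM ATP in pH 7.2 imidazole buffer, with luminescence measured after eight minutes at ambient temperature.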
Epigenetic derep: Quantitative High-Throughput Screen for Regulators of Epigenetic Control; murine LDR cells, GFP reporter derepression, 30 h; Potency, µM (top dose mostly 53.9 µM), inactives show at the top dose GFP activation, hits mostly activators; 0.2% of 280,000 active; further: potency means the concentration at half of the fitted maximal effect; % of control where 0% means no effect; nearly all actives have a fitted effect of over 60% in size
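Reporter derepression read as number of fluorescent GFP-positive objects, 20-120 um in size, counted by laser-scanning cytometer. Mouse LDR line with an epigenetically silenced CMV-GFP locus; compound incubation 30 h, 37 C.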
* = called active by the depositor; & = joins results of further samples; [ ] = remark or other dose. Unless noted, the call rests on the fitted dose curve; in most records, active means well fitted curve in the direction sought with a large enough effect; inconclusive means small, poorly fitted or top-dose-only effect, or another doubt; inactive means no such curve, though single readings can be large; an effect the other way counts as inactive or inconclusive.

CC1(C)OC(c2ccccc2)=C/C(=C/C=C2C(=O)NC(=S)NC2=O)O1 was read as IMPase Li cell 32%[activator], CBFb RUNX1 block -14%, NPSR antag -48%, LMNA splice mod inconclusive, aGal spleen mod -4%, Luc counter inconclusive and Epigenetic derep -3.9%.
Cc1ccccc1N1C(=O)NC(=O)/C(=C\c2cc(Br)c(N3CCOCC3)o2)C1=O was read as IMPase Li cell 9%, CBFb RUNX1 block -2%, NPSR antag 13µM*, LMNA splice mod inconclusive, aGal spleen mod 0%, Luc counter -7% and Epigenetic derep 5.1%.
Screening NC(=O)C1(N2CCCCC2)CCN(Cc2ccccc2)CC1 returned IMPase Li cell 4%, CBFb RUNX1 block 8%, NPSR antag -16%[46.1 µM], LMNA splice mod -9%, aGal spleen mod -4%, Luc counter 3% and Epigenetic derep -5.1%.
For C[N+]12CCC(CC1)C(C#N)(N1CCOCC1)C2 (stereo not given) the results were IMPase Li cell -4%[38.3 µM], CBFb RUNX1 block 4%, NPSR antag -14%[46.1 µM], LMNA splice mod 8%, aGal spleen mod -5%, Luc counter -4% and Epigenetic derep -1.7%.
Screening CCN(CC)P(=O)(/C=C(\Cl)c1ccccc1)/C=C(\Cl)c1ccccc1 returned IMPase Li cell 7%, CBFb RUNX1 block 2%, NPSR antag inconclusive, LMNA splice mod -11%[46 µM], aGal spleen mod -5%, Luc counter -2% and Epigenetic derep 0.9%.
NC(N)=NOCCC(N)C(=O)O (stereo not given) was read as IMPase Li cell -3%&7%, CBFb RUNX1 block 0%&9%, NPSR antag -3%[46.1 µM], LMNA splice mod inconclusive, aGal spleen mod -5%&-1%, Luc counter 1%&-3% and Epigenetic derep 3.7%&-1.3%.
`O=c1cccc2n1CC1CC2CN(Cc2c(F)cccc2Cl)C1` (stereo not given) gave IMPase Li cell -28%[38.3 µM], CBFb RUNX1 block 7%, NPSR antag -13%[46.1 µM], LMNA splice mod inconclusive, aGal spleen mod -11%, Luc counter 2% and Epigenetic derep -0.7%.
For COc1ccccc1CCNC1CCC(C)CC1 (stereo not given) the results were IMPase Li cell 13%, CBFb RUNX1 block -17%, NPSR antag -1%, LMNA splice mod -7%, aGal spleen mod 3%, Luc counter -2% and Epigenetic derep 0.0%.
Nc1ccc2c(c1)Cc1cc([N+](=O)[O-])ccc1-2 was read as IMPase Li cell -8%, CBFb RUNX1 block 3%, NPSR antag 3%, LMNA splice mod inconclusive, aGal spleen mod 1%, Luc counter -4% and Epigenetic derep inconclusive.
For O=S(=O)(F)c1ccc2nc(-c3cccc(Sc4ccccc4)c3)cc(Cl)c2c1 the results were CBFb RUNX1 block 7%, NPSR antag -4%, aGal spleen mod 2% and Epigenetic derep -1.1%.
For O=C(C1CCN(S(=O)(=O)c2ccccc2)CC1)N1CCC2(CC1)OCCO2 the results were IMPase Li cell 28%[38.3 µM], CBFb RUNX1 block 9%, NPSR antag -10%[46.1 µM], LMNA splice mod -10%, aGal spleen mod 4%, Luc counter 18% and Epigenetic derep -5.3%.
For Clc1cc(I)cc(Cl)c1NC1=NCCN1 the results were IMPase Li cell 3%, CBFb RUNX1 block 7%, NPSR antag 8%[46.1 µM], LMNA splice mod inconclusive, aGal spleen mod 0%, Luc counter -3% and Epigenetic derep -1.2%.
Nc1ccccc1-[n+]1c(-c2ccccc2)cc(-c2ccccc2)cc1-c1ccccc1 was read as CBFb RUNX1 block 2%, NPSR antag 27%, aGal spleen mod -1% and Epigenetic derep -0.3%.
`N=C1c2ccccc2CN1CC(=O)c1ccccc1` gave IMPase Li cell 2%, CBFb RUNX1 block -1%, NPSR antag 10%, LMNA splice mod -4%, aGal spleen mod 5%, Luc counter -5% and Epigenetic derep 0.0%.
N=C1c2ccccc2CN1NC(=O)c1ccc(Br)cc1 was read as IMPase Li cell 3%, CBFb RUNX1 block -16%, NPSR antag 11%, LMNA splice mod -8%, aGal spleen mod -6%, Luc counter -4% and Epigenetic derep -1.8%.
Screening O=[N+]([O-])c1ccc(N2CCNCC2)cc1NCC1CCCO1 (stereo not given) returned IMPase Li cell 8%[38.3 µM], CBFb RUNX1 block -7%, NPSR antag -9%[46.1 µM], LMNA splice mod -5%, aGal spleen mod -5%, Luc counter -1% and Epigenetic derep -1.7%.
Screening CNC(=O)Oc1ccc(-c2cn3cc(Cl)ccc3n2)cc1 returned IMPase Li cell -2%, CBFb RUNX1 block -1%, NPSR antag -8%, LMNA splice mod -2%, aGal spleen mod -1%, Luc counter 6% and Epigenetic derep 1.1%.
`CCC(=NCCCn1ccnc1)c1c(O)n(Cc2ccccc2)c(=O)[nH]c1=O` gave IMPase Li cell 14%[38.3 µM], CBFb RUNX1 block inconclusive, NPSR antag -12%[46.1 µM], LMNA splice mod -1%, aGal spleen mod -5%, Luc counter 2% and Epigenetic derep -0.8%.
Screening CC(=O)OC1(Cc2ccccc2)CN2CCC1c1ccccc12 (stereo not given) returned IMPase Li cell 12%[38.3 µM], CBFb RUNX1 block 8%, NPSR antag -16%[46.1 µM], LMNA splice mod inconclusive, aGal spleen mod -9%, Luc counter 2% and Epigenetic derep 0.4%.
Screening O=C(Nc1ccc(Cl)cc1)O/N=C(\c1ccccc1)c1ccccn1 returned IMPase Li cell 3%[38.3 µM], CBFb RUNX1 block -17%, NPSR antag -3%[46.1 µM], LMNA splice mod 7%, aGal spleen mod 3%, Luc counter 0% and Epigenetic derep 0.8%.

Some of these compounds in order of heavy-atom count, rising.
For COc1ccccc1CCNC1CCC(C)CC1 (stereo not given) the results were IMPase Li cell 13%, CBFb RUNX1 block -17%, NPSR antag -1%, LMNA splice mod -7%, aGal spleen mod 3%, Luc counter -2% and Epigenetic derep 0.0%.
Screening O=[N+]([O-])c1ccc(N2CCNCC2)cc1NCC1CCCO1 (stereo not given) returned IMPase Li cell 8%[38.3 µM], CBFb RUNX1 block -7%, NPSR antag -9%[46.1 µM], LMNA splice mod -5%, aGal spleen mod -5%, Luc counter -1% and Epigenetic derep -1.7%.
For O=S(=O)(F)c1ccc2nc(-c3cccc(Sc4ccccc4)c3)cc(Cl)c2c1 the results were CBFb RUNX1 block 7%, NPSR antag -4%, aGal spleen mod 2% and Epigenetic derep -1.1%.

The results go on:
Screening C[N+]1(C)[C@@H]2CC[C@H]1CC(OC(=O)[C@@H](CO)c1ccccc1)C2 (stereo not given in full) returned IMPase Li cell 23%, CBFb RUNX1 block -20%[21.7 µM], LMNA splice mod inconclusive, aGal spleen mod -6%[29.1 µM], Luc counter 0%[17.1 µM] and Epigenetic derep 1.1%[16.9 µM].
For Oc1ccc2c3c1O[C@H]1[C@@H](O)CC[C@@]4(O)C(C2)N(CC2CCC2)CCC314 (stereo not given in full) the results were IMPase Li cell 5%&2%, CBFb RUNX1 block -10%&12%, NPSR antag -4%[46.1 µM], LMNA splice mod inconclusive, aGal spleen mod 21%&-2%, Luc counter -5% and Epigenetic derep -1.2%&1.1%.
For O=c1c2ccccc2nc(-c2ccc(-c3ccccc3)cc2)n1-c1ccncc1 the results were IMPase Li cell -1%, CBFb RUNX1 block -3%, NPSR antag -25%[46.1 µM], LMNA splice mod -10%, aGal spleen mod 8%, Luc counter 3% and Epigenetic derep 0.0%.
For CCC(=Nc1ccc2c(c1)CCC2)c1c(O)n(C2CCCCC2)c(=O)[nH]c1=O the results were IMPase Li cell 10%[38.3 µM], CBFb RUNX1 block 0%, NPSR antag -8%[46.1 µM], LMNA splice mod -3%, aGal spleen mod 1%, Luc counter -4% and Epigenetic derep -0.4%.
Screening COc1ccccc1-n1c(-c2cccs2)nc2ccccc2c1=O returned IMPase Li cell 6%, CBFb RUNX1 block 3%, NPSR antag -12%, LMNA splice mod 16%[9.22 µM], aGal spleen mod 6%, Luc counter 0% and Epigenetic derep 0.4%.
`CCC(=O)CC(c1ccccc1)c1c(O)c2ccccc2sc1=O` (stereo not given) gave IMPase Li cell -19%, CBFb RUNX1 block -1%, NPSR antag -10%, LMNA splice mod 3%, aGal spleen mod inconclusive, Luc counter 3% and Epigenetic derep -0.8%.
For Cc1ccc2cc3c(ccc4ccccc43)c3c2c1CC3 the results were IMPase Li cell -2%, CBFb RUNX1 block 13%, aGal spleen mod 7% and Epigenetic derep 0.0%.
COC(=O)C(O)(c1ccc(N=Cc2ccccc2O)c(C)c1)C(F)(F)F (stereo not given) was read as IMPase Li cell 6%, CBFb RUNX1 block -10%, NPSR antag 19%, LMNA splice mod 2%, aGal spleen mod -2%, Luc counter 3% and Epigenetic derep 0.0%.
Screening Cc1cc(C(=O)NP(=O)(N2CCOCC2)N2CCOCC2)c(C)n1C1CC1 returned IMPase Li cell -7%, CBFb RUNX1 block -2%, NPSR antag 9%, LMNA splice mod -3%[46 µM], aGal spleen mod -1%, Luc counter -3% and Epigenetic derep -1.6%.
For CC(=O)OC1N=C(c2ccccc2)c2cc(Br)ccc2NC1=O (stereo not given) the results were IMPase Li cell inconclusive, CBFb RUNX1 block 1%, NPSR antag -8%[46.1 µM], LMNA splice mod 16%[0.0737 µM], aGal spleen mod 1%, Luc counter 1% and Epigenetic derep -0.9%.
For ClCCOCOCCCl the results were IMPase Li cell 10%, CBFb RUNX1 block 1%[21.7 µM] and aGal spleen mod 12%.
Screening N#Cc1c(Cl)nc(Cl)c2c1CCN(Cc1ccccc1)C2 returned IMPase Li cell -12%, CBFb RUNX1 block 12%, NPSR antag -11%, LMNA splice mod inconclusive, aGal spleen mod inconclusive, Luc counter 1% and Epigenetic derep 18%.
`O=C1c2ccccc2C(=O)N1Cc1nc2ccccc2c(=O)n1-c1ccccn1` gave IMPase Li cell 6%[38.3 µM], CBFb RUNX1 block 7%, NPSR antag 0%[46.1 µM], LMNA splice mod 7%, aGal spleen mod -6%, Luc counter 0% and Epigenetic derep 5.5%.
Screening C[C@@]12CCC(Cl)C[C@H]1CCC1C2CC[C@]2(C)C(=O)CCC12 (stereo not given in full) returned IMPase Li cell -5%, LMNA splice mod 16%, aGal spleen mod -11%, Luc counter -2% and Epigenetic derep -1.7%.

Assay outcomes from PubChem BioAssay.

These rows are one share of the data (hit frequency here may not be typical).
